HTRA1 inhibitor: inhibitors of human serine peptidase HTRA1; Q92743; recombinant HTRA1, FP-rhodamine activity-based probe, fluorescence polarization; inhibition, % at 5.96 µM; 0.5% of 340,000 active; AID 504803; in the data active = inhibition above about 36%;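 also: 0% = enzyme with DMSO and 100% = wells lacking enzyme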
Target sequence (Q92743 whole entry, looked up): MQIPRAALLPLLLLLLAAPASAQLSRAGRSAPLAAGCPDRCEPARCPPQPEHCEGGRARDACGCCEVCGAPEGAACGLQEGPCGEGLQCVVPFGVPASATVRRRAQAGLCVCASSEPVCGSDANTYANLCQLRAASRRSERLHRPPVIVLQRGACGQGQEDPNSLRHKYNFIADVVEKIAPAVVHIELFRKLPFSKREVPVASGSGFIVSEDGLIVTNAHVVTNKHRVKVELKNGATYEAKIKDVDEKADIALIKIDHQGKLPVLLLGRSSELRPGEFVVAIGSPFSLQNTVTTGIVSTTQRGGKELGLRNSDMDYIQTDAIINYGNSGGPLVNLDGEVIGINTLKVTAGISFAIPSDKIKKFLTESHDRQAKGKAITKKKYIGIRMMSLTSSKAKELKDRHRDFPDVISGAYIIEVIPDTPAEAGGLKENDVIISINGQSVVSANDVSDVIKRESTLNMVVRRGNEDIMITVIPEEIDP
TCR-CD3 inh: human TCR-CD3 binding inhibition; TAMRA-labeled TCR probe fluorescence, biochemical; inhibition, % at 9.4 µM; 0.37% of 360,000 active; in the data active = inhibition above about 19%;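 also: recombinant mutant TCR 2C K166C tagged with TAMRA read by polarization; 0% = receptor in buffer alone and 100% = receptor with positive control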
NR1D1 modulator: modulates human Rev-erb alpha binding to DNA | AID 1259318 | activity, % at 10 µM | P20393 | Rev-erbα–FITC-DNA binding, fluorescence polarization, 90 min | 0.79% of 370,000 active;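 active = activity above about 14%, limit read from the data; passing the limit was not always enough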;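 also: 0% = DMSO wells with 35 nM protein and 100% = DMSO wells with 750 nM protein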
UHRF1 binding: UHRF1 methyl-DNA binding inhibition; Q96T88; UHRF1 binding to methylated oligo, TR-FRET; inhibition, % at 4.4 µM; 0.75% of 370,000 active; AID 687016; in the data active = inhibition above about 21%;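 also: UHRF1 SRA domain binding a hemimethylated CpG hairpin DNA probe; 0% = median of test compound wells and 100% = reference inhibitor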
LEDGF integ inh: blocks HIV-1 LEDGF/p75-dependent DNA integration; TR-FRET IN-LEDGF/p75 DNA integration, Eu/Cy5; inhibition, % at 3.7 µM; 0.64% of 370,000 active;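 active = inhibition above the screen-wide mean plus 3 SD, cut at about 13% in these data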;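 also: signal is the Cy5 over europium emission ratio at 671 and 618 nm; 0% = plate median of compound wells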
rCAG binder: r(CAG) repeat RNA binding; 1.3% of 370,000 active; inhibition, % at 3 µM; TO-PRO-1 dye displacement fluorescence; AID 651821;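 active = inhibition above the plate cutoff, the mean of all test compounds on that plate plus 3 SD, cut at about 35% in these data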;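 also: 0% = DMSO alone and 100% = 100 µM mitoxantrone as full dye displacement; higher means more dye released from RNA so lower well fluorescence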
PRMT1 FP inh: inhibitors of human PRMT1; Q99873; recombinant PRMT1, activity-based probe fluorescence polarization; inhibition, % at 2.79 µM; 1.3% of 370,000 active; AID 652257;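 active = inhibition above about 21% made by adding two undisclosed values, limit read from the data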
Target sequence (Q99873 whole entry, looked up): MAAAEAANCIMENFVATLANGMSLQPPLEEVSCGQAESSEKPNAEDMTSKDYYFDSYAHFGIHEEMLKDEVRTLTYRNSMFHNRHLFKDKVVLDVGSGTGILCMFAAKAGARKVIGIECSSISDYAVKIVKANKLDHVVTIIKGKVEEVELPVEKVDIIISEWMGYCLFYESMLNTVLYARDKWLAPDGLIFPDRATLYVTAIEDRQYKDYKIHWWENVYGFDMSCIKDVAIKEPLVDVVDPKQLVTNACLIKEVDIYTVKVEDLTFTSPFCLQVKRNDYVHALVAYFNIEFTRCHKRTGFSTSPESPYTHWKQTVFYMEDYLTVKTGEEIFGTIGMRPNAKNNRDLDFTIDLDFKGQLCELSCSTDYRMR
PG9 Ab binder: binds the HIV-1 gp120 antibody PG9 | TR-FRET gp120-PG9 antibody binding | AID 624416 | 0.43% of 360,000 active | inhibition, % at 6.7 µM; in the data active = inhibition above about 8.5%
MBD2 DNA inh: blocks human MBD2 binding to methylated DNA; inhibition, % at 4.4 µM; AID 686964; Q9UBB5; TR-FRET, MBD2 binding to methylated oligonucleotide; 0.31% of 370,000 active; in the data active = inhibition above about 13%
mABHD4 FP: inhibitors of mouse ABHD4. inhibition, % at 8.92 µM. 0.54% of 370,000 active. Q8VD66. purified mABHD4, FP-Rh probe fluorescence polarization;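 active = inhibition exceeding the mean over every tested compound plus 3 SD, cut at about 30% in these data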;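 also: 0% = plate median of compound wells and 100% = S159A mutant with DMSO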
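system = mouse ABHD4 enzyme, wild type | medium = HEPES pH 7.0, NaCl, Pluronic buffer | also added = FP-Rh probe | incubation = Enzyme–compound pre-incubation 45 min, then probe 60 min, both 25 °C | technique = fluorescence polarization, excitation 525 nm, emission 598 nm, BODIPY TMR filters | controls = S159A mutant high control, sample median low control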
The depositor's hits bear a star; . = not tested or not shown. Not all compounds are listed. The share of hits here may be higher or lower than overall.

smiles,HTRA1 inhibitor,rCAG binder,NR1D1 modulator,MBD2 DNA inh,PRMT1 FP inh,LEDGF integ inh,UHRF1 binding,PG9 Ab binder,TCR-CD3 inh,mABHD4 FP
O=C(NCCCN1CCCC1=O)c1ccc(Cl)c(NS(=O)(=O)c2ccc(F)cc2)c1,0,3,2,-4,0,4,1,2.8,-1,7
Cc1ccc2nc3n(c(=O)c2c1)-c1cc2ccccc2cc1C(=O)NC3CC(C)C (stereo unspecified),-22,5,4,-2,-4,1,-2,1.7,5,-19
CC(C)OC(=O)CC(=O)CSc1nc(-c2ccc(F)cc2)cc(-c2ccccc2)c1C#N,-19,16,36*,4,7,1,-1,0.6,-7,0
O=C(NCC1CCCO1)c1cn(Cc2ccccc2)nc1-c1ccccc1 (stereo unspecified),8,-1,27*,0,2,1,-4,1.1,1,-2
N#Cc1ccccc1OCC(=O)C1CC1,4,2,-6,-2,0,-1,4,-0.9,1,-1
Cc1occc1-c1nnc(SCC(=O)NCc2ccc(Cl)cc2)n1-c1ccccc1,.,5,-3,1,-1,-1,1,.,.,7
O=c1cc(/N=C/c2coc3cc(Br)ccc3c2=O)[nH]c(=S)[nH]1,5,16,0,0,7,1,4,0.5,3,-11
N#CC(c1cccc([N+](=O)[O-])c1)C(CC(=O)c1ccccc1)c1ccccc1 (stereo unspecified),-23,3,-5,-5,0,-2,7,0.3,6,-14
CCCN(C(=O)C1CSC2(C)CCC(=O)N12)c1c(N)n(Cc2ccccc2)c(=O)[nH]c1=O (stereo unspecified),-4,4,3,-5,1,-2,1,-2.3,0,0
Cc1cc(C)c(C(N)=O)c(Nc2cccc3ccccc23)n1,14,4,-1,-5,0,9,-9,-2.2,0,4
Cc1cc(OCC(=O)Nc2ccncc2)ccc1Br,-6,-1,-2,1,-3,0,-2,0.6,3,-7
CC(=O)OC(C(=O)NCCN1CCOCC1)c1c(F)cccc1F (stereo unspecified),3,1,2,2,0,0,0,-1.0,7,4
CC1=C(C(=O)Nc2cc(C(=O)N3CCC(C)CC3)ccc2C)SCCO1,-2,-8,3,6,1,-1,3,-1.9,1,11
COc1ccc(CN(C)C[C@@H]2OCCCC[C@H](C)Oc3ccc(NC(=O)Cc4ccccc4)cc3C(=O)N([C@@H](C)CO)C[C@@H]2C)cc1,-4,0,1,0,2,-4,0,0.6,-2,-1
CCn1nc(C(=O)Nc2ccc3nc(C)sc3c2)c2ccccc2c1=O,-8,2,-4,3,-4,-1,1,0.0,6,-6
CCC(Oc1ccc(C)cc1)C(=O)Nc1ccc(S(=O)(=O)Nc2cc(C)on2)cc1 (stereo unspecified),2,36*,3,-2,-1,6,2,0.1,-10,-17
Cc1c(Cl)cccc1NC(=O)CCCN1C(=O)c2cccnc2C1=O,5,0,1,-4,-2,-2,2,1.8,-1,-2
CN1CCN(NC(=O)c2ccc(F)cc2)CC1,-3,1,7,-5,0,1,-1,-0.8,0,-6
COc1cc(C(=O)NCCNc2nc3c(C)cccc3cc2C#N)cc(OC)c1OC,3,4,2,1,7,4,-1,-1.4,1,2
Cc1ccc2nc(SCC(=O)Nc3ccc(F)cc3)nc(=O)n2c1,-1,1,3,-2,5,-3,0,-0.4,5,5
Cc1ccc(S(=O)(=O)n2nc(-c3ccco3)nc2SCc2ccccc2)cc1,4,9,-8,6,25*,2,3,0.8,-2,-8
O=C(CN(C(=O)c1ccc(Cl)cc1)C1CCCCC1)Nc1ccc(Cl)c([N+](=O)[O-])c1,1,-1,6,8,0,-6,9,-2.9,-7,-17
COC(=O)CCC(=O)OC1(C)C(=O)C=C2C=C(C3CC3)N(CCc3ccccn3)C=C2C1=O (stereo unspecified),6,2,1,-6,4,5,1,-2.1,12,3
COc1cc2c(c(OC)c1OC)-c1ccc(NC(=O)c3ccccc3)c(=O)cc1[C@@H](NC(C)=O)CC2,11,-1,1,-2,1,4,-2,-2.3,0,-4
COc1cccc(-c2nnc(NC(=O)Cc3cccs3)s2)c1,-7,8,16,0,2,2,1,13*,5,1
CC(C)(C)n1nc2c(c1NC(=O)c1ccco1)CS(=O)C2 (stereo unspecified),12,2,-2,3,0,-2,-4,-0.7,2,1
COc1cccc(NC(C)C(=O)Nc2cc([N+](=O)[O-])ccc2Cl)c1 (stereo unspecified),-5,-2,2,2,-3,-5,-2,1.4,8,7
COc1ccc(CC(=O)N(Cc2ccccc2)c2ccccc2C(=O)Nc2cc(OC)ccc2OC)cc1,.,6,8,-3,2,4,1,.,.,-5
CS(=O)(=O)c1cnc2c(-c3ccc(F)cc3)cnn2c1N,4,-2,2,1,1,6,1,2.5,2,1
Cc1ccc(C(C)C)c(OCc2n[nH]c(=S)o2)c1,-5,18,6,-4,12,-1,0,-0.8,7,4
COc1ccc(CCN2C(=O)c3cccnc3C2=O)cc1OC,4,-4,-2,5,-1,0,4,-0.7,-7,2
CC(=O)c1cc(-c2ccc3[nH]ccc3c2)c(=O)n2c1CCC2,.,4,-2,0,2,5,8,.,.,1
N/C(=N\c1nc2c(c(=O)[nH]1)CCCC2)Nc1ccccc1,-1,1,0,-1,1,2,8,0.0,7,-6
COc1ccc(-n2c(C)nnc2SCC(=O)NC2CC2)cc1,0,2,3,-6,-2,1,-3,-0.8,3,0
O=C(COc1ccccc1Cl)Nc1ccc2c(c1)C(=O)NC2=O,4,4,12,-1,-4,0,0,0.7,6,1
CCOC(=O)C1=C(CC)Nc2ccccc2N=C1N,-2,-5,-4,1,2,-6,4,-0.3,-1,4
Cc1cccc(C)c1NC(=O)C(c1ccc([N+](=O)[O-])cc1)N(C)C(=O)c1ccccn1 (stereo unspecified),1,-2,-5,3,2,1,0,3.5,6,2
CNS(=O)(=O)c1cc(Br)ccc1S(=O)c1ccccc1C(=O)O (stereo unspecified),4,-2,1,5,2,-4,2,0.3,-4,4
Cc1ccc(NC(=O)c2cccc(N3C(=O)C4C5CCC(C5)C4C3=O)c2)c(C)c1 (stereo unspecified),-4,-5,5,2,-1,1,0,1.4,3,5
O=C1Cc2cc(S(=O)(=O)N3CCN(c4ccc(C(=O)O)cc4)CC3)ccc2N1,.,24,-5,-6,11,-4,-1,1.0,3,33*
CCCCC(CC)C(=O)Nc1ccc(S(=O)(=O)N2CCCC2)cc1 (stereo unspecified),-8,-2,0,-3,-1,-1,-2,0.7,2,-3
Cc1ccc2nc(C3CCCCC3)[nH]c2c1,-6,-2,0,3,-3,5,0,-0.7,5,8
CCCNC(C)(C)COC(=O)c1ccccc1,0,2,6,5,-3,-2,0,3.6,0,1
c1ccc(CNC2=NCCCCC2)cc1,2,1,-1,-1,4,2,0,-0.6,-6,-1
O=C(O)c1ccc(S(=O)(=O)c2ccc3c(c2)C(=O)N(NC(=O)c2ccccc2)C3=O)cc1,0,2,-1,2,1,2,-1,2.8,-2,3
COc1ccc(CCN(Cc2ccccn2)C(=S)Nc2ccccc2F)cc1OC,3,-1,-3,5,-4,1,-1,-0.2,2,3
COc1ccc(Nc2c3c(nc4ccc(C)cc24)CCC3)cc1,-23,11,-1,1,0,3,3,-4.3,2,4
Cc1[nH]c2ccc(C(=O)NC3CCC(C)CC3)cc2c1C (stereo unspecified),-2,0,0,8,6,-5,2,-0.2,-6,-5
CC1(C(=O)NS(=O)(=O)c2cccc(C#N)c2)CCN1C(=O)c1ccco1 (stereo unspecified),.,0,0,-2,0,1,13,2.7,-11,1
C=CCc1c(C)nc(SC)nc1Nc1ccc(C)cc1,-16,-4,0,6,2,-3,3,1.4,-7,1
CC(C)(C)c1ccc(S(=O)(=O)Nc2ccc(C(=O)N3CCCC3)cc2)cc1,-3,1,-1,1,-2,1,-1,-1.4,3,-5
CC(OC(=O)COc1ccc(C#N)cc1)C(=O)Nc1ccc(Cl)cn1 (stereo unspecified),-3,-3,-5,0,3,-4,2,-0.3,-5,4
COc1ccc(NC(=O)CN2C(=O)C(C)Oc3ccc(C)cc32)cc1 (stereo unspecified),0,0,1,-1,-1,4,2,-1.9,-2,3
Cc1nc2ccccc2n1C1CC(=O)N(N(C)C)C1=O (stereo unspecified),3,-2,-5,-1,0,-5,-2,-0.2,-2,1
CCOC(=O)c1cnc(SCC(=O)NCc2ccco2)nc1N,3,-1,-7,3,2,-1,-3,0.6,-1,2
Cc1ccc[n+](CC2OCc3ccccc3CO2)c1,0,4,1,4,3,0,2,-2.7,-4,1
COc1ccc(S(=O)(=O)N2CCCC2)c(Cl)c1Cl,3,-5,-7,8,1,2,5,1.4,6,-12
Cc1nn(C)c(C(=O)NNC(=S)NC2CCCCC2)c1Cl,5,15,4,2,-2,0,4,0.9,4,8
CCN(CC(=O)Nc1c(F)cccc1F)C(=O)CCN1C(=O)C2CCCCC2C1=O (stereo unspecified),-1,-1,-5,1,2,-2,0,0.6,-4,6
COC(=O)C[N+](C)(C)C/C=C\c1ccccc1,8,2,-2,0,-2,0,4,0.4,-2,-1

Additional results
smiles,HTRA1 inhibitor,rCAG binder,NR1D1 modulator,MBD2 DNA inh,PRMT1 FP inh,LEDGF integ inh,UHRF1 binding,PG9 Ab binder,TCR-CD3 inh,mABHD4 FP
Cc1ccc(NC(=O)COc2cccc(Oc3ccccc3)c2)cc1S(=O)(=O)N1CCOCC1,-35,6,4,3,1,-3,4,-1.6,-5,-33
CN(C(=O)c1ccc(NC(=O)Cc2cccc(NC(=O)C3CCCN(C(=O)C4CC4)C3)c2)cc1)C1CC1 (stereo unspecified),2,2,0,-3,0,-1,-2,-2.0,1,-2
COC(=O)c1nnn(-c2nonc2N)c1CSc1ccccn1,8,1,0,0,0,-1,-2,-1.4,9,5
Cc1nnc(-c2cnn(-c3ccccc3)c2N)n1Cc1ccncc1,3,1,-2,4,1,-1,0,-0.1,-2,9
O=C(O)c1ccc(COc2ccccc2/C=C2\NC(=O)N(Cc3ccccc3)C2=O)cc1,-8,43*,-4,-5,0,3,-1,-2.1,0,-3
Cc1ccc(NC(=O)CCCN2C(=O)/C(=C/C=C/c3ccccc3)SC2=S)cc1,-37,9,-2,2,-1,-2,2,-2.6,1,-4
CC(=O)NCC(=O)N1CCC(n2nccc2NC(=O)CCCc2ccccc2)CC1,5,-4,-6,-4,4,-4,2,-0.8,-4,5
CCOCc1[nH]c(=S)[nH]c(=O)c1Cc1ccc(OCC)cc1,0,1,1,1,2,-1,-2,0.4,1,2
Nc1nc(SCc2c(Cl)cccc2Cl)n[nH]1,-5,-2,3,2,2,-2,2,0.0,4,-1
CCCC[C@@H]1C(=O)N2N=Cc3cc4ccccc4cc3[C@H]2N2N=Cc3cc4ccccc4cc3[C@@H]12,.,12,14,3,5,3,5,.,.,-6
